# All columns: NCI-60 one-dose screen, growth in % after 48 h at 10 µM unless noted; 100 = growth as untreated, 0 = no growth, -100 = all killed.
# CCRF-CEM = CCRF-CEM leukemia. actives 7% (n = 77,000). AID 1794778
# HOP-62 = HOP-62 NSCLC | actives 3.9% (n = 80,000)
# HOP-92 = HOP-92 NSCLC cells; actives 6.3% (n = 71,000); AID 1794738
# SK-MEL-5 = SK-MEL-5 melanoma; actives 6.4% (n = 80,000)
# M14 = M14 melanoma | actives 6.2% (n = 80,000)
# EKVX = EKVX NSCLC; actives 3% (n = 71,000); AID 1794765
# A549/ATCC = A549/ATCC NSCLC. actives 3.7% (n = 81,000)
# SK-MEL-28 = SK-MEL-28 melanoma | actives 4.1% (n = 81,000)
# An asterisk follows results filed as active; x = not tested or not shown; & = joins results of further samples. How the source made its calls: active means growth percent below 10; inactive means the rest.
# The first four compounds, to show the layout:
SMILES,CCRF-CEM,HOP-62,HOP-92,SK-MEL-5,M14,EKVX,A549/ATCC,SK-MEL-28
Cc1nnc(-c2ccc3c(c2)nc(-c2cccs2)n3C2CCCCC2)o1,69,89,95,91,106,101,88,105
CC(=O)Nc1ccc(S(=O)(=O)NC(CCC(=O)Nc2ccccc2)C(=O)O)cc1 (stereo unspecified),92,87,114,99,101,x,101,104
CS(=O)(=O)Nc1cncc(-c2ccc3ncnc(NCc4ccccc4)c3c2)c1,17,47,-12*,-83*,49,55,90,40
Cn1c(=O)c2[nH]c(CCC3CCCCC3)nc2n(C)c1=O,87,87,83,99,97,93,74,92

# Results, from the start:
SMILES,CCRF-CEM,HOP-62,HOP-92,SK-MEL-5,M14,EKVX,A549/ATCC,SK-MEL-28
Cc1nnc(-c2ccc3c(c2)nc(-c2cccs2)n3C2CCCCC2)o1,69,89,95,91,106,101,88,105
CC(=O)Nc1ccc(S(=O)(=O)NC(CCC(=O)Nc2ccccc2)C(=O)O)cc1 (stereo unspecified),92,87,114,99,101,x,101,104
CS(=O)(=O)Nc1cncc(-c2ccc3ncnc(NCc4ccccc4)c3c2)c1,17,47,-12*,-83*,49,55,90,40
Cn1c(=O)c2[nH]c(CCC3CCCCC3)nc2n(C)c1=O,87,87,83,99,97,93,74,92
Cc1nn(C)c2ncnc(Nc3ccccc3Cl)c12,104,106,99,98,110,65,98,107
COc1ccc(-c2nnc3n(-c4ccccc4)c(=O)c4cnn(-c5ccccc5)c4n23)cc1,115,102,79,81,101,95,72,99
COc1ccc(CC[n+]2cccc(C#N)c2)cc1OC,97,105,x,104,93,x,103,100
O=C1c2ccccc2C2=Cc3ccccc3C(O)N12 (stereo unspecified),90,82,86,107,109,86,79,98
CN1C(=O)/C(=C/c2ccc(C(=O)Nc3nccs3)cc2)SC1=S,90,94,104,104,100,102,93,110
FC(F)(F)Sc1ccc(/C=C/c2cc(/C=C/c3ccc(SC(F)(F)F)cc3)n(-c3ccccc3)n2)cc1,95,91,87,98,95,94,89,109
O=C(O)c1ccccc1N/C=C/C(=O)c1cc2ccccc2oc1=O,101,76,95,94,92,94,99,109
CCOC(=O)c1nc2cc(C#N)ccn2c1C(C)=O,90,97,99,95,100,38,81,112
O=C(O)c1ccccc1-c1c2ccc(=O)c(I)c-2oc2c(I)c(O)ccc12,108,89,94,100,97,99,96,104
C#CCOc1ccccc1C(Nc1ccccc1F)c1nnnn1C1CCCCC1 (stereo unspecified),94,92,117,94,x,96,92,102
CSc1nc(-c2ccco2)c(C#N)c(=O)n1C,89,90,92,101,108,98,100,109
OC(CCl)COc1ccc(Cl)cc1 (stereo unspecified),x,115,80,106,112,x,102,113
COc1cc(NC(=O)CSc2nnc(-c3ccc4nc(-c5ccc(Cl)cc5)[nH]c4c3)o2)cc(OC)c1OC,27,90,128,51,69,93,90,70
COc1ncnc2c(CN3CCN(c4ccccc4)CC3)c[nH]c12,102,108,99,101,107,91,99,111
COc1ccc(/C=C(/C(=O)c2ccc(OC)cc2)S(=O)(=O)c2ccc(C)cc2)cc1,95,108,93,99,109,x,95,98
COC(=O)C1(CC(=O)C=C(C)C)NC(=S)NC(=O)C1C#N (stereo unspecified),108,156,114,98,113,105,127,113
COc1cccc(-n2nc(C(=O)NCc3ccccc3C)nc2-c2cc(OC)c(OC)c(OC)c2)c1,104,71,82,87,87,73,69,107
CC(C)C[C@H](NC(=O)OCc1ccccc1)C(=O)C1CO1 (stereo partly specified),96,110,78,105,100,99,102,109
Nc1ccc(-c2csc(-n3[nH]c(=O)ccc3=O)n2)cc1,96,107,103,-100*,96,88,101,108
C[C@H]1CCC/C=C/[C@@H]2CCC[C@H]2[C@H](O)/C=C/C(=O)N1,x,106,85,105,104,102,107,98
CCCCCCCCCCCCCCCCCCOc1ccccc1CC(=O)NCCN(C)C,18,71,32,95,99,87,84,95

# The list goes on:
SMILES,CCRF-CEM,HOP-62,HOP-92,SK-MEL-5,M14,EKVX,A549/ATCC,SK-MEL-28
CCCCCCCCNC(C)(C)COC(=O)c1ccc(N)cc1,88,96,83,97,100,105,84,110
CCNCCNc1cc(C(F)(F)F)c(C#N)c2nc3ccccc3n12,100,74,92,91,92,93,93,108
COC(=O)CCC/C=C\C[C@H]1C=CC(=O)/C1=C/C[C@@H](O)C/C=C\CC(F)(F)F,-9.3*,-12*,-19*,-90*,-17*,47,-3.5*,-26*
O=C(NCN1C(=O)c2cccc3cccc(c23)C1=O)N1CCN(CCO)CC1,101,96,79,101,104,103,87,118
Cc1ccc(NCCN2CCCCC2)c2c(=O)c3ccccc3sc12,30,56,29,-92*,-30*,69,20,11
O=C(Nc1ccc(CN2CCOCC2)cc1)c1ccc(-c2cc(Cl)ccc2Cl)o1,39,71,19,37,-44*,x,57,41
c1ccc(CN2COc3c(ccc4c3OCN(Cc3ccccc3)C4)C2)cc1,5.1*,26,x,x,-0.3*,x,6.9*,34
CCN(CC)CC(O)CNc1c2ccc(Cl)cc2nc2ccc(OC)cc12 (stereo unspecified),0.9*,-47*,-14*,-92*,-94*,7.9*,-73*,-97*
COc1ccc(Cc2cnc(NC(=O)c3cc(C)oc3C)s2)cc1,29,53,50,26,19,37,38,54
N#Cc1cccc(C(Br)S(=O)(=O)c2ccccc2)c1 (stereo unspecified),99,108,63,102,115,87,98,99
C/C(=N\Nc1cc(C)nc2ccc(Br)cc12)c1ccc([N+](=O)[O-])cc1,13,77,77,92,85,78,79,99
COc1ccc(/C(Cl)=C(\CNc2ccccn2)c2ccccc2)cc1OC,103,93,97,100,101,108,82,120
C[C@@H](c1ccc2c(c1)[nH]c1ccc(Cl)cc12)c1nc2ccc(Cl)cc2[nH]1,17,x,100,95,100,76,88,100
FC(F)(F)COc1ccc(-c2nnc(Nc3ccccc3)s2)cc1,81,100,109,99,87,99,85,106
COc1cccc(C2N=NC3=C(CCCC3)N2O)c1O (stereo unspecified),85,103,98,97,x,x,94,101
CCOC(=O)C(=O)C(C(=O)OCC)c1ccccc1 (stereo unspecified),90,107,107,106,100,103,122,109
Cc1ccc(-c2nc(N3CCN(CC(=O)Nc4ccc(Cl)cc4)CC3)c3ccccc3n2)cc1,89,103,114,89,99,85,77,100
Cc1ccc2c(C(C[N+](=O)[O-])c3ccccc3Cl)c(-c3ccccc3)[nH]c2c1 (stereo unspecified),72,78,76,87,58,73,75,87
COc1cc(CNC(=O)/C=C/c2ccc3c(c2)OCO3)ccc1OCc1cn(-c2cccc(Cl)c2)nn1,98,94,84,98,98,80,99,108
CCN(CC)CCCNC(=O)c1c2c(n3ccccc13)C(=O)c1ncccc1C2=O,-36*,-69*,-47*,-99*,-84*,-85*,-65*,23
Cc1[nH]nc(C(N)=O)c1N=NN(C)C,80,90,x,102,112,x,92,108
N#Cc1nc(CC(=O)c2ccccc2)c(CC(=O)c2ccccc2)nc1C#N,99,98,96,98,95,91,102,107
COc1ccc(Cn2nc(-c3cc(OC)c(OC)c(OC)c3)c3c2CCc2cnoc2-3)cc1,89,100,89,79,104,76,110,93
CCOC(=O)C1C(=O)OC2CCCCC21 (stereo unspecified),106,127,x,114,98,120,102,109
O=C(CC1CCCCN1)C(F)(F)F (stereo unspecified),90,113,x,109,107,108,106,108

# Part of the list above in order of length of the SMILES, descending:
SMILES,CCRF-CEM,HOP-62,HOP-92,SK-MEL-5,M14,EKVX,A549/ATCC,SK-MEL-28
COc1cc(NC(=O)CSc2nnc(-c3ccc4nc(-c5ccc(Cl)cc5)[nH]c4c3)o2)cc(OC)c1OC,27,90,128,51,69,93,90,70
C[C@@H](c1ccc2c(c1)[nH]c1ccc(Cl)cc12)c1nc2ccc(Cl)cc2[nH]1,17,x,100,95,100,76,88,100
O=C(Nc1ccc(CN2CCOCC2)cc1)c1ccc(-c2cc(Cl)ccc2Cl)o1,39,71,19,37,-44*,x,57,41
Cc1nnc(-c2ccc3c(c2)nc(-c2cccs2)n3C2CCCCC2)o1,69,89,95,91,106,101,88,105
COC(=O)C1(CC(=O)C=C(C)C)NC(=S)NC(=O)C1C#N (stereo unspecified),108,156,114,98,113,105,127,113
CC(C)C[C@H](NC(=O)OCc1ccccc1)C(=O)C1CO1 (stereo partly specified),96,110,78,105,100,99,102,109
COc1ccc(CC[n+]2cccc(C#N)c2)cc1OC,97,105,x,104,93,x,103,100

# 2 entries drawn at random from those above:
SMILES,CCRF-CEM,HOP-62,HOP-92,SK-MEL-5,M14,EKVX,A549/ATCC,SK-MEL-28
CCOC(=O)C(=O)C(C(=O)OCC)c1ccccc1 (stereo unspecified),90,107,107,106,100,103,122,109
O=C(CC1CCCCN1)C(F)(F)F (stereo unspecified),90,113,x,109,107,108,106,108

# In the list so far, these have a nitro group on carbon.
SMILES,CCRF-CEM,HOP-62,HOP-92,SK-MEL-5,M14,EKVX,A549/ATCC,SK-MEL-28
C/C(=N\Nc1cc(C)nc2ccc(Br)cc12)c1ccc([N+](=O)[O-])cc1,13,77,77,92,85,78,79,99
Cc1ccc2c(C(C[N+](=O)[O-])c3ccccc3Cl)c(-c3ccccc3)[nH]c2c1 (stereo unspecified),72,78,76,87,58,73,75,87

# The results go on:
SMILES,CCRF-CEM,HOP-62,HOP-92,SK-MEL-5,M14,EKVX,A549/ATCC,SK-MEL-28
CCOc1ccc(-n2nc(C(=O)NCc3ccccc3OC)nc2-c2cc(OC)c(OC)c(OC)c2)cc1,40,62,29,-1.2*,42,41,35,37
COc1ccc(/C=C2\N=C3N(N/C(=N\c4ncc(C)[nH]4)N3c3ccccc3)C2=O)cc1,109,78,83,100,106,87,101,111
COc1cc(C(=O)NNS(=O)(=O)c2ccc(C)cc2)cc(OC)c1OC,118,87,96,92,94,93,75,119
O=[N+]([O-])c1ccc(Oc2cc(Cl)c(Cl)cc2Cl)c(C(F)(F)F)c1,93,95,x,96,101,x,91,101
O=C(Oc1ccc2ccc(=O)oc2c1)c1ccc(Cl)cc1,103,108,95,101,107,99,94,109
ClC/C=C/CSc1ncnc2nc[nH]c12,91,108&92,104,112&100,103&104,104&105,104&101,101&111
C1CCC2=NCCCN2CC1,110,107,85,102,105,127,98,105
O=C(O)c1ccc(-n2cc(CNc3cccc(OC(F)(F)F)c3)c(-c3ccc(C(F)(F)F)cc3)n2)cc1,40,51,100,58,x,61,53,75
Cn1c(=O)[nH]c(=O)c2nc(/C=C/c3ccccc3)c(=O)[nH]c21,110,105,85,99,102,91,102,105
O=C1NC(=O)c2c1c1c3ccccc3[nH]c1c1oc3ccc(F)cc3c21,74,65,70,53,45,56,86,91

# Compound activity as filed in PubChem.
